Screens as filed in PubChem.
PMI inhibition – MPI inhibition at elevated mannose 6-phosphate – biochemical, fluorescence intensity, high mannose 6-phosphate, primary screen (AID 1220); recombinant PMI enzyme, coupled fluorescence intensity; higher % means a stronger effect; hit rate 0.66% among 190,000; one-dose inhibition, % at 20 µM; IC50 in µM for titrated hits
Dynein cargo inh – blocks dynein driven cargo transport along microtubules. 3617.4 mouse cells, GR-EGFP nuclear translocation imaging; test concentration mostly 20 µM; stimulated with dexamethasone, 1 µM; stronger effect = lower value. z-score, hits read low. hit rate 0.47% among 220,000. AID 1381;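 active means plate z-score of nuclear minus cytoplasmic receptor signal below a set negative limit, without overly bright fluorescence or cell loss, cut at about -3.5 in these data, passing the limit was not always enough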;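 further: z-score of nuclear minus cytoplasmic ring GR-EGFP intensity difference per well; some compounds called inactive have numbers as strong as hits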
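Buffer or medium: tet-free, stripped-serum medium; reagent: dexamethasone at 1.0 µM final, 30 min; incubation: 48 h induction, 1 h compound, 30 min dex at 37 °C; measured by: formaldehyde fixation, Hoechst nuclear stain, 10x automated fluorescence imaging; read-out: nuclear-to-cytoplasmic GR-EGFP distribution per well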
Siah-1 displacement – blockers of Siah-1 interaction with plectin peptide – biochemical, fluorescence polarization, rhodamine-plectin, uHTS, primary screen (AID 1817). Siah-1 / rhodamine-plectin peptide fluorescence polarization; higher % means a stronger effect. displacement, % at 20 µM; hits with a dose series show IC50 in µM. hit rate 0.02% among 290,000;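 active means displacement of at least 50% at 20 µM, with a fluorescence ratio check between 0.3 and a set limit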;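 further: plate controls were Siah plus tracer with DMSO for no effect and tracer alone without Siah for full effect; strong numbers were not always called active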
P. falciparum M1AAP – malaria alanyl aminopeptidase activity blockers – biochemical, fluorogenic H-Leu-NHMec substrate, 1536-well (AID 1445); hit rate 0.42% among 220,000; inhibition, % at 30 µM, or IC50 in µM where a hit was titrated; recombinant M1AAP, H-Leu-NHMec fluorogenic kinetic assay; higher % means a stronger effect;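 active means primary inhibition above the hit cutoff, then over 50% inhibition at one or more dose response concentrations, cut at about 23% in these data, passing the limit was not always enough; inconclusive means conflicting primary data, or primary hits not chosen for dose response; inactive means low primary inhibition, or under 50% at every dose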;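 further: plate controls were DMSO full reaction for no effect and no enzyme background for full effect; strong numbers were not always called active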
LYP inhibition – inhibitors of LYP phosphatase, biochemical, fluorescence intensity, uHTS (AID 1779); recombinant LYP phosphatase, fluorescence intensity; higher % means a stronger effect; inhibition, % at 11.5 µM, or IC50 in µM where a hit was titrated; hit rate 0.054% among 290,000;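 further: plate controls were vehicle with enzyme for no effect and no enzyme for full effect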
human PMI inhibition – inhibitors of human PMI, primary screen, biochemical, fluorescence intensity, coupled assay (AID 1209); purified PMI enzyme, coupled fluorescence intensity; higher % means a stronger effect; hit rate 0.42% among 190,000; one-dose inhibition, % at 20 µM; IC50 in µM for titrated hits;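 further: plate controls were DMSO vehicle for no effect and wells lacking substrate for full effect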
P. falciparum M17LAP – P. falciparum M17LAP inhibitors, primary screen, biochemical, fluorogenic H-Leu-NHMec substrate, 1536-well (AID 1619); inhibition, % at 30 µM, or IC50 in µM where a hit was titrated; hit rate 0.38% among 220,000; recombinant M17LAP, H-Leu-NHMec fluorogenic kinetic assay; higher % means a stronger effect;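 active means compound inhibiting the enzyme by more than half at any dose during confirmatory dose-response retesting; inconclusive means strong single-dose inhibitors picked by rank but not retested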;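 further: plate controls were full reaction with DMSO carrier for no effect and no enzyme background for full effect; strong numbers were not always called active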
XIAP displacement – XIAP antagonists, biochemical, IAP family, fluorescence polarization (AID 1018); XIAP BIR domain, fluorescence polarization peptide displacement; higher % means a stronger effect; displacement, % at 20 µM; hits with a dose series show IC50 in µM; hit rate 0.007% among 200,000; in the data active means displacement above about 50%; further: a part of the inactive calls stands beside numbers as strong as those of hits
AID2073 – disruptors of CaV2.2 binding to Mint1 – biochemical, HTRF (AID 2073); HTRF protein-protein interaction, Mint1-CaV2.2; higher % means a stronger effect; one-dose inhibition, % at 20 µM; IC50 in µM for titrated hits; hit rate 0.19% among 290,000; in the data active means inhibition mostly above about 51%, no sharp cut-off; inconclusive means no clear call, values can overlap the other calls; inactive means mostly below about 53%; further: some results filed as inactive read as strong as hits
Dynein cargo inh cytoplasmic EGFP – further read-out of Dynein cargo inh, marked with its call; z-score; measured here: cytoplasmic GR-EGFP intensity; stronger effect = higher value
Dynein cargo inh nuclear GR-EGFP – recorded beside Dynein cargo inh, whose call it bears; z-score; measured here: nuclear GR-EGFP intensity;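 lower value marks the stronger effect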
Dynein cargo inh cell count – recorded beside Dynein cargo inh, whose call it bears; z-score; measured here: cell count per field
Numbers without * were called inactive; ? = inconclusive; / = not tested or not shown. Unless noted, no stated cut-off is given here; in the data, active means inhibition above about 50%; inactive means the rest.

no.	Structure	Dynein cargo inh cell count	Dynein cargo inh cytoplasmic EGFP	human PMI inhibition	LYP inhibition	P. falciparum M17LAP	P. falciparum M1AAP
1	Cc1ccc(N2C(=O)C3NN=C(C(=O)OCc4ccccc4)C3C2=O)c(C)c1 (stereo unspecified)	1.09	-0.349	-1.0%	-0.7%	9.6%	6.0%
2	O=C(O)c1ccc(CN2C(=O)CSC2=S)cc1	-0.326	-0.193	5.4%	-8.1%	11.8%	1.1%
3	COc1ccc(-n2nc3c(c2NC(=O)c2ccc(N4C(=O)CCC4=O)cc2)CSC3)cc1	0.109	-0.0642	4.2%	0.3%	6.4%	5.3%
4	CC(C)NC(=O)COC(=O)Cn1[nH]c(=O)c2ccccc2c1=O	-0.168	-0.271	-2.2%	0.1%	6.0%	-4.2%
5	CC(C)Nc1nnc(SCC(=O)NCc2ccc3c(c2)OCO3)s1	0.127	-0.0153	15.8%	-7.6%	2.2%	2.8%
6	S=c1[nH]c(-c2ccccc2)cs1	-0.0291	-0.268	-57.9%	1.9%	5.0%	0.8%
7	N/C(=N\c1nc2c(c(=O)[nH]1)CCCC2)Nc1ccc(Oc2ccccc2)cc1	-1.05	-0.188	0.8%	0.7%	-2.8%	3.2%
8	CC(C)(C)OC(=O)N1CCCC1C(=O)NCCc1ccccc1 (stereo unspecified)	0.354	0.197	4.3%	2.2%	8.3%	?

no.	Dynein cargo inh nuclear GR-EGFP	PMI inhibition	AID2073	Siah-1 displacement	XIAP displacement	Dynein cargo inh
1	-0.605	6.2%	-0.4%	0.2%	-3.5%	-0.654
2	0.521	14.0%	-23.3%	-5.2%	-4.0%	0.532
3	-0.0952	4.3%	20.7%	-5.6%	-1.9%	-0.201
4	0.272	4.5%	3.9%	0.4%	-10.7%	-0.457
5	-0.0427	16.3%	14.9%	3.6%	-9.1%	-0.319
6	0.73	-105.7%	15.8%	0.3%	-3.8%	0.965
7	-0.0337	3.0%	20.2%	5.8%	-1.8%	0.531
8	-0.114	-4.7%	-14.2%	-3.0%	-3.4%	-0.479

(further entries)
no.	Structure	Dynein cargo inh cell count	Dynein cargo inh cytoplasmic EGFP	human PMI inhibition	LYP inhibition	P. falciparum M17LAP	P. falciparum M1AAP
9	CC(C)c1ccc(/C=C/C(=O)NC2CCCCC2)cc1	0.523	-0.306	0.3%	-0.9%	-6.9%	3.5%
10	Clc1ccc(-c2cc3ccccc3nc2N2CCOCC2)cc1	-1.95	-0.114	-4.8%	-3.0%	-4.5%	14.1%
11	O=C(C1=NNCC1c1ccc(Cl)cc1)C1CO1 (stereo unspecified)	-0.352	-0.149	5.1%	2.5%	2.1%	3.6%
12	CN(c1ncc(C(F)(F)F)cc1Cl)N1C(=O)c2cccc(N)c2C1=O	0.564	0.0114	0.3%	-6.3%	2.3%	13.2%
13	CC1(C)Cc2nc(N3CCCC3)c(C#N)cc2CO1	0.651	-0.156	-5.7%	-9.4%	-140.8%	7.5%
14	O=C(CN1C(=O)CCSc2ccccc21)Nc1ccc(F)cc1	-0.898	-0.122	17.5%	-1.2%	38.4%	0.3%
15	CCn1c(SCC(=O)NCc2ccccc2)nc2ccccc2c1=O	-1.58	-0.109	-3.5%	-10.8%	4.6%	1.0%
16	CSC1=NC(C)(C)CC2(C)Nc3ccccc3N12 (stereo unspecified)	-0.45	-0.224	7.3%	-4.8%	-3.7%	-1.3%

no.	Dynein cargo inh nuclear GR-EGFP	PMI inhibition	AID2073	Siah-1 displacement	XIAP displacement	Dynein cargo inh
9	-0.425	4.8%	3.9%	-2.9%	-1.4%	-0.571
10	1.04	-3.1%	-1.6%	2.8%	-7.1%	1.31
11	-0.17	-8.3%	4.0%	0.4%	0.2%	-0.371
12	0.171	4.1%	9.8%	-1.6%	-10.3%	-0.0159
13	0.295	-7.4%	13.7%	8.6%	-1.9%	0.586
14	1.03	7.2%	-6.9%	-2.0%	0.7%	0.529
15	0.59	-2.7%	3.8%	-3.4%	-3.2%	0.128
16	-0.156	33.0%	6.8%	17.9%	-2.8%	0.0575

Molecules shown so far that have an aryl thioether with sulfur outside any ring:
no.	Structure	Dynein cargo inh cell count	Dynein cargo inh cytoplasmic EGFP	human PMI inhibition	LYP inhibition	P. falciparum M17LAP	P. falciparum M1AAP
5	CC(C)Nc1nnc(SCC(=O)NCc2ccc3c(c2)OCO3)s1	0.127	-0.0153	15.8%	-7.6%	2.2%	2.8%
15	CCn1c(SCC(=O)NCc2ccccc2)nc2ccccc2c1=O	-1.58	-0.109	-3.5%	-10.8%	4.6%	1.0%

no.	Dynein cargo inh nuclear GR-EGFP	PMI inhibition	AID2073	Siah-1 displacement	XIAP displacement	Dynein cargo inh
5	-0.0427	16.3%	14.9%	3.6%	-9.1%	-0.319
15	0.59	-2.7%	3.8%	-3.4%	-3.2%	0.128

The listing continues:
no.	Structure	Dynein cargo inh cell count	Dynein cargo inh cytoplasmic EGFP	human PMI inhibition	LYP inhibition	P. falciparum M17LAP	P. falciparum M1AAP
17	CCOC(=O)N1CCC(N(CCN(C)C)C(=S)Nc2cccc(SC)c2)CC1	-0.731	-0.276	-3.0%	-9.9%	-1.1%	4.3%
18	O=C(Nc1nc2ccccc2s1)NC1CCCCC1	0.684	-0.25	20.7%	0.0%	-2.9%	-1.9%
19	CCN(CC)CCNC(=O)CSc1c2c(nc3cc(Cl)ccc13)CCCC2	0.394*	1.49*	30.2%	-1.4%	12.0%	4.3%
20	Cn1c(=O)c2c(nc(CN3CCCCC3)n2Cc2c(F)cccc2Cl)n(C)c1=O	-0.00486	0.365	4.6%	-3.2%	-3.4%	-0.1%
21	COc1ccc(C(=O)N2CCN(c3nc4ccccc4o3)CC2)cc1OC	0.348	-0.272	-8.2%	-7.2%	4.6%	7.8%
22	COc1ccc(-n2ncc3c(NCc4ccccn4)ncnc32)cc1	0.509	-0.24	24.1%	3.8%	15.2%	-4.3%
23	CC(C)(C)c1ccc(OCc2ccc(C(=O)N/N=C/c3ccc([N+](=O)[O-])cc3)o2)cc1	1.11	-0.203	-7.2%	-1.9%	17.2%	19.3%
24	CCOc1ccc(NC(=O)c2cc3n(n2)C(C(F)(F)F)CC(c2ccco2)N3)cc1 (stereo unspecified)	0.217	-0.183	2.6%	-1.0%	1.1%	2.3%

no.	Dynein cargo inh nuclear GR-EGFP	PMI inhibition	AID2073	Siah-1 displacement	XIAP displacement	Dynein cargo inh
17	0.723	9.4%	-19.3%	-2.1%	-4.7%	1.03
18	-0.406	13.2%	7.3%	-4.5%	-12.6%	-1.16
19	-2.07*	56.3%*	-2.4%	16.4%	-6.7%	-3.93*
20	0.238	-0.6%	-2.2%	11.8%	-5.5%	-0.29
21	0.0516	-5.3%	3.0%	2.3%	-2.5%	0.0621
22	0.242	20.3%	14.5%	-1.0%	-2.3%	-0.724
23	0.543	-2.1%	13.5%	-1.7%	-42.3%	0.527
24	-0.0577	12.3%	-3.0%	10.8%	-1.8%	-0.371

(continued)
no.	Structure	Dynein cargo inh cell count	Dynein cargo inh cytoplasmic EGFP	human PMI inhibition	LYP inhibition	P. falciparum M17LAP	P. falciparum M1AAP
25	CN1C(=O)/C(=C\C=C2/CCCN2C)N(C)C1=S	0.18	-0.331	53.2%*	7.6%	23.2%	4.1%
26	CCC(=O)Nc1ccccc1C(=O)OCC(=O)c1ccc2ccccc2c1	1.33	-0.186	9.6%	0.7%	0.6%	13.1%
27	COc1ccc(-c2cn[nH]c2-c2ccc(OCc3ccc([N+](=O)[O-])cc3)cc2O)cc1	-1.49	-0.0697	4.1%	0.3%	11.2%	1.5%
28	CC12CN3CCN(CC(C3)/C1=N\NC(=O)c1ccccc1N)C2	0.398	-0.254	/	-9.9%	-8.4%	7.1%
29	COc1ccccc1CNc1ncnc2cc(OC)c(OC)cc12	-0.563	-0.312	-1.1%	-5.6%	0.4%	7.7%
30	O=C(Nc1ccccc1N1CCOCC1)c1ccccc1[N+](=O)[O-]	0.252	-0.218	-1.5%	-11.6%	-0.8%	5.1%
31	Nc1nc(Cl)nc2ccc(Br)cc12	-1.43	0.383	7.4%	-3.0%	5.8%	8.6%
32	COc1ccc(N2CCN(C(=O)c3ccc4c(=O)n(CCc5ccc(OC)c(OC)c5)c(=O)[nH]c4c3)CC2)cc1	0.34	-0.311	7.4%	9.2%	-0.1%	1.1%

no.	Dynein cargo inh nuclear GR-EGFP	PMI inhibition	AID2073	Siah-1 displacement	XIAP displacement	Dynein cargo inh
25	0.00852	30.5%	-25.6%	7.0%	-3.7%	-0.062
26	0.11	4.3%	9.8%	5.6%	-1.6%	-0.0407
27	1.96	-7.5%	-3.2%	-3.5%	-7.1%	3.95
28	-0.217	/	17.1%	9.4%	/	-0.333
29	-0.00496	-2.1%	3.0%	11.6%	-5.3%	0.365
30	-0.331	-4.4%	-2.8%	-6.5%	-2.1%	-0.469
31	0.213	4.2%	24.1%	3.2%	-3.8%	0.105
32	-0.29	4.4%	15.1%	-3.3%	-2.4%	-0.524

Following part:
no.	Structure	Dynein cargo inh cell count	Dynein cargo inh cytoplasmic EGFP	human PMI inhibition	LYP inhibition	P. falciparum M17LAP	P. falciparum M1AAP
33	Cc1noc(/C=C/N(C)C)c1S(=O)(=O)N(C)CC(=O)N1CCc2ccccc21	0.579	-0.031	7.0%	2.2%	7.5%	5.8%
34	O=C(CN1CCCC1)NCC(=O)Nc1ccc(F)cc1	0.313	-0.158	4.1%	-6.9%	-3.9%	-5.5%
35	CCCOc1ccc(C2C(C(=O)OC)=C(C)N=C3SCCC(=O)N32)cc1OCC (stereo unspecified)	-0.484	-0.201	5.4%	-4.6%	18.2%	8.1%
36	CN(CC(=O)Nc1ccc(F)c(Cl)c1)S(=O)(=O)c1cccc2nsnc12	0.0189	-0.249	-15.1%	-6.2%	5.9%	10.3%

no.	Dynein cargo inh nuclear GR-EGFP	PMI inhibition	AID2073	Siah-1 displacement	XIAP displacement	Dynein cargo inh
33	0.0852	3.6%	-3.9%	0.1%	-0.7%	-0.041
34	-0.319	25.9%	2.1%	2.4%	-5.9%	-0.819
35	0.543	1.8%	-7.6%	-2.0%	-1.9%	0.589
36	-0.637	-14.3%	-2.7%	-1.5%	-2.1%	-0.555
